Screens from PubChem BioAssay.
TTR transcr act: TTR transcription activators in neuroblastoma reporter cells, primary screen, cell-based, luminescence, SH-SY5Y, TTR promoter Gaussia luciferase | 100% = recombinant luciferase protein wells | activation, % at 16.7 µM | 1.3% of 92,000 active;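 active = activation above the mean of all tested compounds plus 3 SD, cut at about 9.5% in these data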;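 note: cells exposed to compounds for one day before reading; 0% = median of all test compound wells on the plate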
Starred values were filed as active, the others as inactive. These rows are one share of the data; count on the stated rates, not on these rows.

SMILES | TTR transcr act
Cc1ccccc1NC(=O)Cc1nc(CN(C)CC(=O)Nc2cccc(F)c2)cs1 | -0.1
COc1ccc(S(=O)(=O)N2CCc3cc4c(cc3C2C)OCCCO4)cc1 (stereo not drawn) | -0.6
CC(C)(C)c1ccc(C(=O)Nc2cnccn2)cc1 | -0.7
CCOC(=O)Nc1ccc(C(=O)Oc2ccccc2)c(O)c1 | 0.3
C1=Nc2c(Nc3ccccc3)ncnc2Oc2ccccc21 | -1.3
COc1ccccc1NC(=O)NC(=O)N(C(C)C)S(C)(=O)=O | -2.3
Cc1ccc[n+](CC(=O)Nc2ccc([N+](=O)[O-])cc2)c1 | 2.7
CC(C)CCn1cnc2c(sc3nc4c(cc32)CSC(C)(C)C4)c1=O | 0.9
CCOC(=O)N1CCC(NC(=O)c2cnn3ccccc23)CC1 | 0.2
COc1ccc(C2CC(=O)Nc3cc(OC)c(OC)cc32)cc1Br (stereo not drawn) | -1.4
O=C(O)/C=C/c1ccc2noc(-c3ccccc3)c2c1 | 0.7
CCOC(=O)[C@@]12CCC3=C1N(CCC3)C(=O)[C@H](CC(=O)N1CCN(C(=O)C3CC3)CC1)C2 | -1.3
Cc1cc(C)cc(NS(=O)(=O)c2csc(C(N)=O)c2)c1 | 5.3
O=C(OCC#CCSc1nnc(-c2cccc3ccccc23)o1)c1ccncc1 | -0.6
O=C(NCc1ccc2c(c1)OCO2)C1CC(=O)N(CCc2ccccc2)C1 (stereo not drawn) | -1.8
S=C(NCCc1ccccn1)Nc1cccc(Cl)c1 | 2.5
CN(Cc1ccccc1)C(=O)c1cccc(NC(=O)Cc2ccc(NC(=O)C3CCN(C(=O)C4CCCCC4)CC3)cc2)c1 | -6.2
Cn1c(=O)c2[nH]c(SCC(=O)c3ccc(F)cc3)nc2n(C)c1=O | -2.2
COc1ccc(O)c(CN2CCC(n3nccc3NC(=O)c3ccccc3Cl)CC2)c1 | 0.7
Cc1ccc(C)c(S(=O)(=O)N2CCN(C(=O)C(C)Sc3ccccc3)CC2)c1 (stereo not drawn) | 2.3
Cc1ccc(/C=C2\SC(=S)N(c3c(C)n(C)n(-c4ccccc4)c3=O)C2=O)cc1 | -1.0
CN(C(=O)Nc1ccccc1)n1cnc2ccccc2c1=O | 2.6
CCOC(=O)/C=C1/SCC(=O)N1CC(=O)NC12CC3CC(CC(C3)C1)C2 | 5.9
CN(C)S(=O)(=O)c1ccc2nnn(OCC(=O)NC34CC5CC(CC(C5)C3)C4)c2c1 | -1.5
Cc1nnc(SCC(=O)Nc2ncc(Cc3ccc(F)cc3)s2)n1N | 1.8
(continued)
SMILES | TTR transcr act
CC(C)c1ccc2c(c1)C(N1CCNCC1)Cc1ccc(F)cc1S2 (stereo not drawn) | -4.2
C=CCN(CC=C)S(=O)(=O)c1ccc(NC(=S)NC(=O)Cc2ccc(OC)cc2)cc1 | 0.4
COc1cccc(Cn2c(=O)c3[nH]cnc3n(-c3ccccc3C)c2=O)c1 | 0.8
Cc1cc(C)c2ccc(=S)[nH]c2n1 | 2.5
COc1ccc(/C=C2/SC(=S)N(CCCC(=O)Nc3ccc(O)cc3)C2=O)cc1 | -1.5
O=C(COC(=O)c1cc(Cl)nc(Cl)c1)NC1CCCCCC1 | -1.8
CCC(=O)c1ccc(OCc2ccc(C(=O)c3ccccc3)cc2)cc1 | -3.0
C=CCn1c(SCC(=O)N(CCOC)c2c(N)n(CCCC)c(=O)[nH]c2=O)nnc1-c1ccc(Cl)cc1 | -1.5
COc1cccc(NC(=S)N(Cc2cccc(Br)c2)CC2CCC(C(=O)O)CC2)c1 (stereo not drawn) | 0.6
O=C(CN1CCN(C(=O)c2ccc(OCc3cn4ccccc4n3)cc2)CC1)Nc1cccc(F)c1 | -3.6
O=C(NN1C(=O)C2C3C=CC(O3)C2C1=O)c1ccccc1 (stereo not drawn) | 8.2
CC(=O)N1c2ccc(S(=O)(=O)NCCC(=O)NCc3ccc(N(C)C)cc3)cc2CC1C (stereo not drawn) | -1.1
COc1ccc(CN2CCC(C(=O)NC(c3ccc4c(c3)OCO4)c3ccccn3)CC2)cc1 (stereo not drawn) | 1.4
COc1ccc(CNc2nc(-c3cccnc3)nn2C(=O)C(C)C)cc1 | 1.3
CCCC(=O)Nc1ccc2c(c1)nc(CN1CCN(C(C)=O)CC1)n2C | 2.3
C/C(=N\NC(=O)c1ccn(C)n1)c1ccc(NC(=O)C2CCCC2)cc1 | -2.0
COc1ccc(N2C(=O)c3ccc(NC(C)=O)cc3C2=O)cc1 | -0.4
Cc1cc(NC(=O)C(C)C)ncc1NC(=O)c1ccccn1 | -0.2
Cc1ccc(OCCC(=O)OCC(=O)N2CCN(S(=O)(=O)c3ccc(C)cc3C)CC2)cc1 | -1.4
Cc1cccc(-c2nc3ccccc3c(=O)n2NC(=O)/C=C/c2ccc([N+](=O)[O-])cc2)c1 | -0.9
O=C(N/N=C/c1cccc(NC(=O)c2ccc(Cl)cc2)c1)c1ccc(O)cc1 | -1.1
CN1CCN(C2=NC(=O)/C(=C/c3ccccc3OS(=O)(=O)c3ccccc3)S2)CC1 | -1.0
O=C(Nc1ccc(F)cc1F)N1CCN(CCc2ccccc2)CC1 | -0.3
O=C(CN1CCCCC1)Nc1ccccc1C(=O)NC1CC1 | 2.5
COCCNC(=O)c1c[nH]c2ccc(S(=O)(=O)N(C)c3ccc(C)c(C)c3)cc2c1=O | -1.2
(listing goes on)
SMILES | TTR transcr act
O=C(C[n+]1ccc(/C=N/O)cc1)NCc1ccccc1 | 0.7
O=C(NCc1ccccc1)C(c1ccc(C(F)(F)F)cc1)n1c(=O)c(-c2ccco2)nc2ccccc21 (stereo not drawn) | -2.3
O=C(N1CCC(C(O)(c2ccccc2)c2ccccc2)CC1)n1ncc(C(O)(c2ccccc2)c2ccccc2)n1 | -3.2
COc1ccc(OC)c(C(C)NC(=O)C(C)n2cc([N+](=O)[O-])cn2)c1 (stereo not drawn) | 4.4
COc1cccc(CN(C)CCCn2cnc3c(OC)ncnc32)c1 | 0.6
CCCn1c(SCC(=O)c2[nH]c(C)c(C(C)=O)c2C)n[nH]c1=O | -0.5
Nc1c(C(=O)OCC2CCCO2)c2nc3ccccc3nc2n1C1CCCC1 (stereo not drawn) | 0.5
COc1ccc(/C=N/NC(=O)c2ccncc2)cc1CN1CCN(c2ccc(F)cc2)CC1 | 1.4
O=C(NCc1ccncc1)C1CCN(S(=O)(=O)c2ccc(F)cc2)CC1 | 0.5
CC1(C)CC(=O)C2=C(C1)N=C1SCCC(=O)N1C2c1ccccc1 (stereo not drawn) | -1.3
O=c1[nH]c(C2CCN(S(=O)(=O)c3ccc([N+](=O)[O-])cc3)CC2)nc2c1nnn2Cc1ccccc1 | 4.1
COc1ccc(CN(CC2CCC(C(=O)O)CC2)C(=S)Nc2ccc(C)c(Cl)c2)cc1 (stereo not drawn) | 0.1
COC(=O)[C@]1(Cc2ccccc2)N[C@H](CN(C)C(=O)NC(C)C)[C@@H]2C(=O)N(Cc3ccccc3)C(=O)[C@@H]21 | 0.6
CN(C)C(CNC(=S)Nc1ccc(Cl)cc1)c1cccnc1 (stereo not drawn) | -0.2
CC(=O)Nc1cccc(-c2cn3ccc(C)cc3n2)c1 | -0.8
O=C(NCCN1CCOCC1)C1CCC(CNS(=O)(=O)c2ccccc2)CC1 (stereo not drawn) | 0.8
O=C(NC1CCCC1)C(NS(=O)(=O)c1ccc(Br)s1)c1ccccc1 (stereo not drawn) | -0.9
CN(C)N=Nc1nc2c(c(=O)n(C)c(=O)n2C)n1CC1CO1 (stereo not drawn) | -3.0
O=C(COC(=O)c1ccc(O)cc1O)NC(=O)c1ccccc1 | 0.5
NC(=O)c1ccccc1NC(=O)Nc1ccc(F)c(Cl)c1 | -1.6
CN(Cc1c(F)cccc1Cl)C(=O)c1ccc2ccccc2n1 | -1.4
O=C(c1ccc(C(F)(F)F)cc1)N(CCCn1ccnc1)C(c1ccccn1)c1nc2ccccc2[nH]1 (stereo not drawn) | 6.5
CC(=O)c1ccc(N2CCN(C(=O)c3cc(-c4ccc5c(c4)OCO5)nc4ccccc34)CC2)cc1 | -6.4
Nc1c2c(nc3ccc(Br)cc13)N(Cc1ccccc1)CC2 | 4.3
CCCn1ncc(OC)c(Cl)c1=O | 2.4
The list continues:
SMILES | TTR transcr act
Cc1cccc(NC(=O)C2CCN(c3nc(C)cc(C)n3)CC2)c1 | -3.1
O=C1NC(=S)N/C1=C\c1cccnc1 | 4.3
Cc1cccc(NCc2nc(SCC(=O)Nc3ccccc3)n[nH]2)c1 | -1.3
Cc1nnc(SCC(=O)NC2CCCCC2)n1N | -0.4
COc1ccc(NC(=O)COC(=O)c2cc(OC)c(OC)cc2NC(=O)c2ccco2)cc1OC | -1.7
CCSC1=C(C#N)C(c2ccc(F)cc2)CC(=O)N1 (stereo not drawn) | 0.1
CCOc1ccc(N/C(SCc2cccc([N+](=O)[O-])c2)=C(/C#N)C(N)=O)cc1 | 0.3
COc1ccc(Nc2nc3ccccc3n3cnnc23)cc1 | 0.2
CCCS(=O)(=O)N1CCCC(C(=O)Oc2ccc(Cl)cc2)C1 (stereo not drawn) | 0.0
c1ccc2c(Nc3nc(-c4ccncc4)nc4ccccc34)cccc2c1 | 4.7
Cc1ccc(C2=C/C(=C/c3cccnc3)C(=O)O2)c(C)c1 | -0.5
CCS(=O)(=O)n1nc(-c2ccc(Cl)cc2)nc1N | 1.5
O=C(Nc1ccc(OC(F)F)cc1)c1cc(S(=O)(=O)N2CCOCC2)ccc1F | -1.2
Nc1cccc2cccc([N+](=O)[O-])c12 | -1.3
COc1cc(OC)cc(C(=O)Nc2ccc3c(c2)n(C)c(=O)n3C)c1 | 0.6
Cc1ccc(-c2nn(-c3ccccc3)cc2/C=C/C(=O)O)o1 | 2.0
CNC(=O)N(O)C1N(C)C(=O)N(Cc2ccccc2)C1(C)C (stereo not drawn) | 1.0
CC1(C(=O)Nc2cccc(-n3cnnn3)c2)Cc2ccccc2C(=O)O1 (stereo not drawn) | 0.3
CCN([C@H](CO)C(C)C)S(=O)(=O)c1ccccc1Br | 3.0
CCC[C@H]1[C@@H](NC(=O)C2CCCCC2)CC[C@@]23CCCN2C(=O)CCC[C@@H]13 | 0.8
Cc1cc(C)c(C#N)c(N2CCN(Cc3ccccc3)CC2)n1 | -1.5
CSCCC(NS(=O)(=O)c1ccc(C)cc1)C(=O)NCC(C)(C)N1CCOCC1 (stereo not drawn) | -0.8
CCCCn1cnc2c(SCc3ccccc3F)nc(N)nc21 | -2.4
Cc1cc(C)c2cc(C#N)c(N3CCNCC3)nc2c1 | -0.5
COC1OC(CO)C(N=C(C)C)C1O (stereo not drawn) | 0.5
The listing continues:
SMILES | TTR transcr act
COc1ccc(CCN=C(N)C(C)c2ccccc2)cc1OC (stereo not drawn) | -0.2
O=[N+]([O-])c1ccc(-c2n(-c3ccccn3)c3ccccc3[n+]2-c2ccccn2)cc1 | 1.8
CCOC(=O)[C@H]1[C@H]2COc3ccc(Br)cc3[C@@H]2N2C(=O)CN(Cc3ccc(C)cc3)C(=O)[C@@]12C | -3.2
OC(c1nc2ccccc2[nH]1)C(O)c1nc2ccccc2[nH]1 (stereo not drawn) | -0.1
O=C1OC(Cc2ccccc2)C(c2ccccc2)C1=O (stereo not drawn) | -1.9
CC(C)c1nc(C(=O)N2CCCC(CCC(=O)N(C)CCc3ccccn3)C2)cs1 (stereo not drawn) | -0.5
CC(c1ccccc1)N1CC(C(=O)N2CCCC(C(N)=O)C2)CC1=O (stereo not drawn) | -0.7
COc1ccc(CCNC(=O)CCn2c(SCC(=O)N3CCCC3)nc3ccccc3c2=O)cc1OC | 0.7
S=c1[nH]nc(C2CCCCC2)n1/N=C/C=C/c1ccccc1 | 1.7
Cc1ccc(C(=O)C(C)OC(=O)c2cc(=O)[nH]c3ccccc23)cc1 (stereo not drawn) | -2.2
Cc1ccc(C(=O)Nc2c[nH]c(=O)[nH]c2=O)cc1 | 3.4
COc1ccc(NC(=O)c2cc(-c3cccs3)on2)cc1OC | 1.8
O=C1CC2c3ccccc3C1C1C(=O)N(Cc3ccccc3)C(=O)C21 (stereo not drawn) | 3.9
Cc1cccc(OCC(=O)Oc2ccc(Cl)cc2)c1 | -1.3
COc1ccc(C(=O)N2CC3(C)C4CCC3(C)C2(C#N)C4)cc1OC (stereo not drawn) | 2.7
Cc1ccn2c(=O)nc(SCC(=O)Nc3cc(C)on3)nc2c1 | 0.8
Cc1ccc(S(=O)(=O)Nc2ccc3oc(=O)sc3c2)c(C)c1 | -2.9
Cc1ccc(C(=O)OC2=CC(=O)CC(C)(C)C2)cc1 | -1.6
O=C(c1ccc(F)cc1)N1CCC(n2nnc3ccccc32)CC1 | -1.7
CC(C)(C)C(=O)N=C1SC2CS(=O)(=O)CC2N1c1ccc2c(c1)OCO2 (stereo not drawn) | 3.7

Grouped by structure: the entries above containing a Cl atom.
SMILES | TTR transcr act
S=C(NCCc1ccccn1)Nc1cccc(Cl)c1 | 2.5
COc1ccc(O)c(CN2CCC(n3nccc3NC(=O)c3ccccc3Cl)CC2)c1 | 0.7
O=C(COC(=O)c1cc(Cl)nc(Cl)c1)NC1CCCCCC1 | -1.8
C=CCn1c(SCC(=O)N(CCOC)c2c(N)n(CCCC)c(=O)[nH]c2=O)nnc1-c1ccc(Cl)cc1 | -1.5
O=C(N/N=C/c1cccc(NC(=O)c2ccc(Cl)cc2)c1)c1ccc(O)cc1 | -1.1
COc1ccc(CN(CC2CCC(C(=O)O)CC2)C(=S)Nc2ccc(C)c(Cl)c2)cc1 (stereo not drawn) | 0.1
CN(C)C(CNC(=S)Nc1ccc(Cl)cc1)c1cccnc1 (stereo not drawn) | -0.2
NC(=O)c1ccccc1NC(=O)Nc1ccc(F)c(Cl)c1 | -1.6
CN(Cc1c(F)cccc1Cl)C(=O)c1ccc2ccccc2n1 | -1.4
CCCn1ncc(OC)c(Cl)c1=O | 2.4
CCCS(=O)(=O)N1CCCC(C(=O)Oc2ccc(Cl)cc2)C1 (stereo not drawn) | 0.0
CCS(=O)(=O)n1nc(-c2ccc(Cl)cc2)nc1N | 1.5
Cc1cccc(OCC(=O)Oc2ccc(Cl)cc2)c1 | -1.3
